NR1D1 modulator: modulators of Rev-erb alpha DNA binding, primary screen, biochemical, FITC-DNA, fluorescence polarization, uHTS. Nuclear receptor subfamily 1 group D member 1 (Homo sapiens), P20393. activity, % at 10 µM. AID 1259318, 2017. Rev-erbα–FITC-DNA binding, 90 min. 370,000 tested, 0.79% active;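 active = activity above about 14%, limit read from the data; passing the limit was not always enough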;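 also: 0% = DMSO wells with 35 nM protein and 100% = DMSO wells with 750 nM protein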
NPR1 activator: GC-A stimulated cGMP production enhancers – HEK293 GC-A cells, cGMP TR-FRET, EC30 ANP, primary screen | Atrial natriuretic peptide receptor 1 (Homo sapiens), P16066 | 0% at EC30 ANP, 100% saturating ANP | activation, % at 10 µM | 370,000 tested, 0.14% active | AID 1671463, 2021; in the data active = activation above about 40%
NPR2 activator: human GC-B receptor activators, primary screen, HEK293 GC-B cells, cGMP TR-FRET, EC30 CNP; Atrial natriuretic peptide receptor 2 (Homo sapiens), P20594; 370,000 tested, 0.11% active; 0% at EC30 CNP, 100% saturating CNP; activation, % at 10 µM;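 active = activation at 10 µM reaching about 35% in either raw or pattern-adjusted values, limit read from the data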
ARFGAP1 inhibitor: inhibitors of rat ARFGAP1 GAP activity, primary screen, biochemical, fluorescence polarization, GDP tracer; ADP-ribosylation factor GTPase-activating protein 1 (Rattus norvegicus), Q62848; Arfgap1-stimulated ARF1 GTP hydrolysis, GDP FP detection; inhibition, % at 16.5 µM; 360,000 tested, 0.26% active;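 active = inhibition above a per-plate limit, mean inhibition of low control wells plus 3 SD, cut at about 25% in these data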;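 also: 0% = DMSO wells with enzyme and 100% = wells lacking Arfgap1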
Target sequence (Q62848 1-136 limits assumed): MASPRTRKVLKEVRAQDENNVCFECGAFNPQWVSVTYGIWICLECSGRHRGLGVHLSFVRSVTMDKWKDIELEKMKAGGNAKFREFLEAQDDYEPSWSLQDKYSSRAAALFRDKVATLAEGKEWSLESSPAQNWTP
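Repeats: one replicate per compound; assay system: rat Arfgap1 catalytic domain, aa 1-136; times: enzyme reaction 120 min at 25 °C after 20 min preincubation; detection: FP of antibody-bound GDP Alexa 633 tracer, ex 620/em 688 nm; benchmarks: high control wells lacking Arfgap1, low control full reaction with DMSO; reagent: human ARF1(Δ1-17)-GTP substrate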
SMARCA2 act: SMARCA2 (BRM) function activators, primary screen, cell-based, luminescence, high throughput; MG213 cells, MMTV-luciferase reporter, dexamethasone, overnight; activation, % at 9.1 µM; 370,000 tested, 1% active; in the data active = activation above about 7.8%;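 also: 0% = vehicle wells and 100% = reference activator wells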
PG9 Ab binder: binders of HIV-1 gp120 antibody PG9, primary screen, biochemical, TR-FRET. HIV-1 gp120 / PG9 antibody interaction. TR-FRET gp120-PG9 antibody binding. inhibition, % at 6.7 µM. 360,000 tested, 0.43% active; in the data active = inhibition above about 8.5%
HTRA1 inh: HTRA1 serine protease inhibitors, primary screen, biochemical, fluorescence polarization, HTS; Q92743; recombinant HTRA1, FP-rhodamine activity-based probe; inhibition, % at 5.96 µM; 340,000 tested, 0.5% active; AID 504803, 2011; in the data active = inhibition above about 36%;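 also: 0% = enzyme with DMSO and 100% = wells lacking enzyme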
mABHD4 FP: ABHD4 inhibitors, primary screen, biochemical, fluorescence polarization, mouse; (Lyso)-N-acylphosphatidylethanolamine lipase (Mus musculus), Q8VD66; purified mABHD4, FP-Rh probe fluorescence polarization; inhibition, % at 8.92 µM; 370,000 tested, 0.54% active; AID 720543, 2013;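 active = inhibition exceeding the mean over every tested compound plus 3 SD, cut at about 30% in these data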;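 also: 0% = plate median of compound wells and 100% = S159A mutant with DMSO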
Target sequence (Q8VD66 whole entry, looked up): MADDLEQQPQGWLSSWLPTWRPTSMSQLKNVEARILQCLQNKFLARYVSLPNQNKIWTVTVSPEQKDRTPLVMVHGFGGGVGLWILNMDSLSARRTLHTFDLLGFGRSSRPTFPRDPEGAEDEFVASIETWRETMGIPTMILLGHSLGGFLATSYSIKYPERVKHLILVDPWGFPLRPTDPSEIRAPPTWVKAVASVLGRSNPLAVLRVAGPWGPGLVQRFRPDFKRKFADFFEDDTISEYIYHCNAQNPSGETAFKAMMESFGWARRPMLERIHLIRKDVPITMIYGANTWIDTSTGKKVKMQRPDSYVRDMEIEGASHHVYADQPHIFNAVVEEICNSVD
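Assay system: mouse ABHD4 enzyme, wild type / Also added: fluorescent activity-based probe FP-Rh / Doses: single nominal dose of 8.92 µM, 0.89% DMSO final / Timing: 45 min compound pre-incubation plus 60 min probe step, 25 °C / Signal: FP readout, ex 525 nm / em 598 nm / Control set: S159A mutant/DMSO as 100%, compound-well median as 0%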
ASAP1 GAP inh: inhibitors of human ASAP1 ArfGAP activity, primary screen, biochemical, fluorescence polarization. 360,000 tested, 0.19% active. AID 624377, 2012. ASAP1-stimulated ARF1 GTP hydrolysis, GDP FP detection. inhibition, % at 16.5 µM; in the data active = inhibition above about 25%;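 also: 0% = vehicle with enzyme and substrate and 100% = no enzyme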
Target sequence (Q9ULH1 325-724 limits assumed): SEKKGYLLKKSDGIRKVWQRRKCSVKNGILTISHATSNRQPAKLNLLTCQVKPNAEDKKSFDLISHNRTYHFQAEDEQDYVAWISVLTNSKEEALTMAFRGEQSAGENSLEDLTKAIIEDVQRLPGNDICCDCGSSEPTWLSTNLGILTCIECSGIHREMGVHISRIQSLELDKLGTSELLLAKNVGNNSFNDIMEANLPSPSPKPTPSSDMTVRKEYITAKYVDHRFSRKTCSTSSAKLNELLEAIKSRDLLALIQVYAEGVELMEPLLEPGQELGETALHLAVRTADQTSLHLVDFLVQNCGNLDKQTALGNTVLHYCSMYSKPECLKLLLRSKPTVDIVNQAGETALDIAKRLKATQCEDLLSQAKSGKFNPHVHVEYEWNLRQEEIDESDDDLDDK
rCAG binder: binders of r(CAG) RNA repeats, primary screen, biochemical, fluorescence; r(CAG) RNA repeat, TO-PRO-1 dye displacement fluorescence; inhibition, % at 3 µM; 370,000 tested, 1.3% active; AID 651821, 2012;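 active = inhibition above the plate cutoff, the mean of all test compounds on that plate plus 3 SD, cut at about 35% in these data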;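 also: 0% = DMSO alone and 100% = 100 µM mitoxantrone as full dye displacement; higher means more dye released from RNA so lower well fluorescence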
The depositor's hits bear a star.

How did COC(=O)c1c(C)[nH]c(C(=O)OCC(=O)NCC(C)C)c1C do in these assays?
NR1D1 modulator: -3; NPR1 activator: 0; NPR2 activator: -3; ARFGAP1 inhibitor: -8; SMARCA2 act: -7; PG9 Ab binder: 2.1; HTRA1 inh: -4; mABHD4 FP: -3; ASAP1 GAP inh: 9; rCAG binder: -3

Results for O=C(c1ccco1)N1CCN(c2nnc(-c3ccccc3)c3ccccc23)CC1 ?
NR1D1 modulator: -3; NPR1 activator: -4; NPR2 activator: -2; ARFGAP1 inhibitor: 11; SMARCA2 act: -4; PG9 Ab binder: -2.0; HTRA1 inh: 1; mABHD4 FP: -10; ASAP1 GAP inh: -3; rCAG binder: -3

Results for Cc1ccsc1/C=N/n1c(-c2ccccc2)n[nH]c1=S ?
NR1D1 modulator: -1; NPR1 activator: -4; NPR2 activator: -2; ARFGAP1 inhibitor: 1; SMARCA2 act: 0; PG9 Ab binder: 1.8; HTRA1 inh: -3; mABHD4 FP: 8; ASAP1 GAP inh: -12; rCAG binder: 13

Results for CSc1ccc(C(=O)C2CCCN(C(=O)Cc3nonc3C)C2)cc1 (configuration not stated) ?
NR1D1 modulator: -1; NPR1 activator: -2; NPR2 activator: -1; ARFGAP1 inhibitor: -22; SMARCA2 act: -2; PG9 Ab binder: -1.4; HTRA1 inh: -2; mABHD4 FP: 5; ASAP1 GAP inh: 9; rCAG binder: -4

How did CCCOc1cccc(C(=O)NCCNC(=O)c2cnccn2)c1 do in these assays?
NR1D1 modulator: 0; NPR1 activator: -1; NPR2 activator: -2; ARFGAP1 inhibitor: 21; SMARCA2 act: -3; PG9 Ab binder: 1.0; HTRA1 inh: -1; mABHD4 FP: -2; ASAP1 GAP inh: 6; rCAG binder: 5

How did Cc1ccc(OCC(=O)OC2CCCN(C)C2)cc1 (configuration not stated) do in these assays?
NR1D1 modulator: 4; NPR1 activator: -4; NPR2 activator: -5; ARFGAP1 inhibitor: 12; SMARCA2 act: 0; PG9 Ab binder: -3.6; HTRA1 inh: 2; mABHD4 FP: 1; ASAP1 GAP inh: -7; rCAG binder: 0

How did Cc1ccc(-c2nnn(CC(=O)NCCc3ccc4c(c3)OCO4)n2)cc1 do in these assays?
NR1D1 modulator: -3; NPR1 activator: 2; NPR2 activator: 0; ARFGAP1 inhibitor: 11; SMARCA2 act: -2; PG9 Ab binder: -0.8; HTRA1 inh: 2; mABHD4 FP: -1; ASAP1 GAP inh: -3; rCAG binder: 0

Results for Cc1ccc(-c2csc(NNC(=O)c3ccccc3)n2)cc1 ?
NR1D1 modulator: -3; NPR1 activator: 3; NPR2 activator: 6; ARFGAP1 inhibitor: -23; SMARCA2 act: -3; PG9 Ab binder: -3.1; HTRA1 inh: 11; mABHD4 FP: -7; ASAP1 GAP inh: 5; rCAG binder: 12

How did Cc1ccc(S(N)(=O)=O)cc1NC(=O)c1ccc2c3c(cccc13)CC2 do in these assays?
NR1D1 modulator: -1; NPR1 activator: 1; NPR2 activator: -6; ARFGAP1 inhibitor: -3; SMARCA2 act: -3; PG9 Ab binder: 0.8; HTRA1 inh: -5; mABHD4 FP: 1; ASAP1 GAP inh: 10; rCAG binder: 8

How did NC(=O)NC(=O)C(Nc1ccc2c(c1)CCC2)c1ccccc1 (configuration not stated) do in these assays?
NR1D1 modulator: -4; NPR1 activator: 0; NPR2 activator: -2; ARFGAP1 inhibitor: -9; SMARCA2 act: -3; PG9 Ab binder: -2.1; HTRA1 inh: 6; mABHD4 FP: 1; ASAP1 GAP inh: -10; rCAG binder: 4

How did COc1ccccc1N1CCN(C(=S)Nc2ccc(S(=O)(=O)N3CCOCC3)cc2)CC1 do in these assays?
NR1D1 modulator: 2; NPR1 activator: 0; NPR2 activator: 6; ARFGAP1 inhibitor: 2; SMARCA2 act: -5; PG9 Ab binder: -1.5; HTRA1 inh: -11; mABHD4 FP: -1; ASAP1 GAP inh: 9; rCAG binder: 0

How did O=C(COC(=O)c1ccc(Cl)c(S(=O)(=O)N2CCCCCC2)c1)NCc1ccccc1 do in these assays?
NR1D1 modulator: -1; NPR1 activator: -7; NPR2 activator: 0; ARFGAP1 inhibitor: 8; SMARCA2 act: -1; PG9 Ab binder: -1.5; HTRA1 inh: -25; mABHD4 FP: -10; ASAP1 GAP inh: -1; rCAG binder: 1

What do the screens show for `CCC(C)c1ccccc1NC(=O)COC(=O)c1ccc2[nH]c3c(c2c1)CCCC3` (configuration not stated)?
NR1D1 modulator: -5; NPR1 activator: -1; NPR2 activator: -5; ARFGAP1 inhibitor: 8; SMARCA2 act: -5; PG9 Ab binder: 0.2; HTRA1 inh: -42; mABHD4 FP: -15; ASAP1 GAP inh: 13; rCAG binder: 3

Results for COc1ccc(CN2C(=O)C(CC(=O)NCC3CCCCC3)CC(C(=O)N(C)C)=C2C)cc1 (configuration not stated) ?
NR1D1 modulator: -2; NPR1 activator: 0; NPR2 activator: -4; ARFGAP1 inhibitor: -2; SMARCA2 act: -1; PG9 Ab binder: -2.5; HTRA1 inh: 6; mABHD4 FP: 1; ASAP1 GAP inh: -9; rCAG binder: 2

Results for CCCN1CCN(S(=O)(=O)c2ccc(-c3cc(C)no3)s2)CC1 ?
NR1D1 modulator: 2; NPR1 activator: 2; NPR2 activator: -12; ARFGAP1 inhibitor: 14; SMARCA2 act: -3; PG9 Ab binder: -0.3; HTRA1 inh: 4; mABHD4 FP: 5; ASAP1 GAP inh: 3; rCAG binder: -4

How did COc1ccc(CCN=C2SCC(=O)N2C)cc1OC do in these assays?
NR1D1 modulator: 2; NPR1 activator: 3; NPR2 activator: 1; ARFGAP1 inhibitor: -2; SMARCA2 act: -1; PG9 Ab binder: -1.9; HTRA1 inh: 5; mABHD4 FP: -4; ASAP1 GAP inh: 5; rCAG binder: -1

How did COc1ccccc1CNC(=O)[C@H](C)NC(=O)C1CCN(C(=O)[C@H](CCSC)NC(=O)OC(C)(C)C)CC1 do in these assays?
NR1D1 modulator: 2; NPR1 activator: -1; NPR2 activator: -6; ARFGAP1 inhibitor: 9; SMARCA2 act: 0; PG9 Ab binder: 0.0; HTRA1 inh: 3; mABHD4 FP: 5; ASAP1 GAP inh: 5; rCAG binder: -9

How did CC(C)C1=NOC(C(=O)N2CCC(N3CCC(C(=O)N4CCOCC4)CC3)CC2)C1 (configuration not stated) do in these assays?
NR1D1 modulator: -1; NPR1 activator: 1; NPR2 activator: 0; ARFGAP1 inhibitor: 2; SMARCA2 act: -1; PG9 Ab binder: -2.0; HTRA1 inh: 1; mABHD4 FP: -7; ASAP1 GAP inh: 12; rCAG binder: 1

How did O=C(CC1OC(=O)c2ccccc21)Nc1ccc(Cl)c(S(=O)(=O)N2CCCCC2)c1 (configuration not stated) do in these assays?
NR1D1 modulator: -1; NPR1 activator: -1; NPR2 activator: 10; ARFGAP1 inhibitor: -2; SMARCA2 act: -2; PG9 Ab binder: -0.1; HTRA1 inh: -8; mABHD4 FP: -8; ASAP1 GAP inh: -4; rCAG binder: 7

Results for CCOC(=O)c1nc(Nc2cc(Cl)ccc2OC)c2ccccc2n1 ?
NR1D1 modulator: 5; NPR1 activator: -15; NPR2 activator: 3; ARFGAP1 inhibitor: -6; SMARCA2 act: 1; PG9 Ab binder: 0.3; HTRA1 inh: -5; mABHD4 FP: -8; ASAP1 GAP inh: 14; rCAG binder: 9

Results for COC(=O)Cn1c(=O)c2c(nc(Br)n2CC(=O)OC)n(C)c1=O ?
NR1D1 modulator: 2; NPR1 activator: 8; NPR2 activator: 2; HTRA1 inh: -1

Results for CCCCN1C(=O)c2ccc(C(=O)NCCN3C(=O)S/C(=C\c4cccnc4)C3=O)cc2C1=O ?
NR1D1 modulator: 0; NPR1 activator: 2; NPR2 activator: 9; ARFGAP1 inhibitor: -3; SMARCA2 act: 1; PG9 Ab binder: -0.1; HTRA1 inh: 3; mABHD4 FP: -1; ASAP1 GAP inh: 2; rCAG binder: 1

What do the screens show for `Nc1nnc(SCC(=O)Nc2ccccc2)s1`?
NR1D1 modulator: 2; NPR1 activator: 4; NPR2 activator: 4; ARFGAP1 inhibitor: -19; SMARCA2 act: -5; PG9 Ab binder: -1.4; HTRA1 inh: -2; mABHD4 FP: -1; ASAP1 GAP inh: 5; rCAG binder: 0

What do the screens show for `Cc1ccc(C(=O)N[C@H](C(=O)N2CCN(c3ccccc3F)CC2)C(C)C)cc1`?
NR1D1 modulator: 2; NPR1 activator: -1; NPR2 activator: -7; ARFGAP1 inhibitor: -3; SMARCA2 act: 0; PG9 Ab binder: -2.9; HTRA1 inh: 4; mABHD4 FP: -4; ASAP1 GAP inh: 7; rCAG binder: -3

What do the screens show for `COc1ccc(/C=C2\SC(=O)N(CCc3nnc(N)s3)C2=O)cc1`?
NR1D1 modulator: -15; NPR1 activator: -2; NPR2 activator: -5; ARFGAP1 inhibitor: -4; SMARCA2 act: -1; PG9 Ab binder: -0.6; HTRA1 inh: -3; mABHD4 FP: -5; ASAP1 GAP inh: 9; rCAG binder: 12

Retrieved one by one from the list above, 3 records:
Results for CCCCN1C(=O)c2ccc(C(=O)NCCN3C(=O)S/C(=C\c4cccnc4)C3=O)cc2C1=O ?
NR1D1 modulator: 0; NPR1 activator: 2; NPR2 activator: 9; ARFGAP1 inhibitor: -3; SMARCA2 act: 1; PG9 Ab binder: -0.1; HTRA1 inh: 3; mABHD4 FP: -1; ASAP1 GAP inh: 2; rCAG binder: 1

Results for COC(=O)Cn1c(=O)c2c(nc(Br)n2CC(=O)OC)n(C)c1=O ?
NR1D1 modulator: 2; NPR1 activator: 8; NPR2 activator: 2; HTRA1 inh: -1

Results for CCCN1CCN(S(=O)(=O)c2ccc(-c3cc(C)no3)s2)CC1 ?
NR1D1 modulator: 2; NPR1 activator: 2; NPR2 activator: -12; ARFGAP1 inhibitor: 14; SMARCA2 act: -3; PG9 Ab binder: -0.3; HTRA1 inh: 4; mABHD4 FP: 5; ASAP1 GAP inh: 3; rCAG binder: -4

Screening data as filed in PubChem BioAssay.
